RGS8-Gao reg: human RGS8-Galphao interaction regulation | P09471 | multiplexed bead flow cytometry, RGS8-Galphao binding; actives lie on both sides | response (percent of control binding), % at 10 µM | 220,000 compounds, 0.34% hits; in the data active = response below about 60% or above about 140%; inactive = in between;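 also: Galphao activated as the GDP aluminium fluoride complex binding bead-coupled RGS8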
Target sequence (P09471 whole entry, looked up): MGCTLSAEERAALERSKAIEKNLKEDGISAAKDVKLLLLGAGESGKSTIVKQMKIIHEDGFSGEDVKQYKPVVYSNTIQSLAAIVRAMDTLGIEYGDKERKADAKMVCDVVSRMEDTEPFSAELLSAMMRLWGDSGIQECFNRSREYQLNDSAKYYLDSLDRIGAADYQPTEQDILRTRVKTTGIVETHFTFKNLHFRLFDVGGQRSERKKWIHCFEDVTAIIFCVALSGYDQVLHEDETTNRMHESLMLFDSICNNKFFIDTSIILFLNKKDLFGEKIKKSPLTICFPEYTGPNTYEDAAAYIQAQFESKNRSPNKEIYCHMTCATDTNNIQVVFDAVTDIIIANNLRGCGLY
Bim-Bcl-XL: human Bim-Bcl-XL interaction inhibition; Bim peptide-Bcl-XL binding, bead flow cytometry, fluorescence; Q07817; AID 1007; 190,000 compounds, 0.04% hits; inhibition, % at 10 µM
Bim-Bcl-2: inhibitors of Bim-Bcl-2 interaction, human. Bead-based flow cytometry, Bim peptide-Bcl-2 binding. P10415. inhibition, % at 10 µM. 190,000 compounds, 0.06% hits; in the data active = inhibition above about 40%;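 also: 0% = no compound wells with probe peptide and 100% = reference peptide inhibitor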
Mcl1 Bid PPI: disrupts binding of human Mcl-1 to Bid peptide. 220,000 compounds, 0.97% hits. TR-FRET Mcl-1/Bid-Dy647 peptide binding, 1536-well. inhibition, % at 21.7 µM. Q07820;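 active = compounds that cut the binding signal by more than half at the single screening dose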;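 also: His-tagged Mcl-1 with europium anti-His antibody binding Bid BH3 peptide; 0% = Mcl-1 plus peptide wells and 100% = peptide-only wells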
Target sequence (Q07820 whole entry, looked up): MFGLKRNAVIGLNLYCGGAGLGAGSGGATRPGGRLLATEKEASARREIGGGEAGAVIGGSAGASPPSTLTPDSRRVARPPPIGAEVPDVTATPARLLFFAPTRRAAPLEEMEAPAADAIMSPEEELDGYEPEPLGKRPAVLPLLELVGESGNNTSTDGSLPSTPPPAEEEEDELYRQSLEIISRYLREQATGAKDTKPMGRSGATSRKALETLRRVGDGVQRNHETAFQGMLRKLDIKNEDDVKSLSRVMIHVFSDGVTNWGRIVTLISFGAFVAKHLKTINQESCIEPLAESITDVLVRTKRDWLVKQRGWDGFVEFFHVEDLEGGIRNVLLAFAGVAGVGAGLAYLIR
RGS4-Gao reg: human RGS4-Galphao interaction regulation | 220,000 compounds, 0.33% hits | Multiplexed bead flow cytometry, RGS4-Galphao binding; actives lie on both sides | P09471 | binding response (% of control), % at 10 µM; in the data active = binding response below about 49% or above about 150%; inactive = in between;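 also: fluorescent Galphao activated with aluminum fluoride binding bead-coupled RGS4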
Bfl-1 Bim block: disrupts Bim binding to human Bfl-1 | Bead-based flow cytometry, Bim-Bfl-1 binding inhibition | 190,000 compounds, 0.12% hits | inhibition, % at 10 µM | Q16548;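 also: 0% = wells without compound plus tracer and 100% = blocker peptide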
Bcl-W Bim block: human Bim-Bcl-W interaction inhibition. AID 952. bead-based flow cytometry, Bim peptide-Bcl-W binding. 190,000 compounds, 0.02% hits. inhibition, % at 10 µM;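 also: 0% = bound tracer without compound and 100% = peptide blocker; higher means less fluorescent Bim peptide bound to Bcl-W beads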
Target sequence (Q92843 whole entry, looked up): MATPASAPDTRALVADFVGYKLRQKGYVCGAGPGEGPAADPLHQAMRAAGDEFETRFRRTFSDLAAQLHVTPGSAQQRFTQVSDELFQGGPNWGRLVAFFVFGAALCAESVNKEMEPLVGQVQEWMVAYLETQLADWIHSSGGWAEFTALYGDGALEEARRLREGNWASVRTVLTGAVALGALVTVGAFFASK
Mcl-1 Bim block: human Bim-Mcl-1 interaction inhibition | Q07820 | Bead-based flow cytometry, Bim peptide-Mcl-1 binding | inhibition, % at 10 µM | 190,000 compounds, 0.1% hits;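 also: 0% = no compound tracer wells and 100% = peptide blocker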
RGS7-Gao reg: regulators of human RGS7-Galphao interaction | AID 1439 | 220,000 compounds, 0.35% hits | Multiplexed bead flow cytometry, RGS7-Galphao binding; actives lie on both sides | binding response (% of control), % at 10 µM | P09471; in the data active = binding response below about 49% or above about 150%;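 also: fluorescent Galphao held in activated GDP-AlF4 state binding bead-coupled RGS7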
GSH fluor: compound fluoresces at 488/530 nm on GSH beads; GSH beads flow cytometry, compound fluorescence 488/530 nm; hits give high values; fluorescence (KMESF) at 10 µM; 190,000 compounds, 0.25% hits; AID 1776; in the data active = fluorescence above about 89;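 also: glutathione beads carrying GST-tagged Bcl family fusion proteins plus one bare bead set; values are compound well signal with DMSO vehicle wells as background; inactives centre near 16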
Bcl-B Bim block: inhibitors of Bim-Bcl-B interaction, human; Q9HD36; 190,000 compounds, 0.073% hits; inhibition, % at 10 µM; bead-based flow cytometry, Bim peptide-Bcl-B binding;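 also: 0% = tracer peptide without compound and 100% = reference inhibitor peptide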
Starred values were filed as active, the others as inactive. Rule as the data show it, unless noted: active = inhibition above about 40%.

How did O=C(NC(NC1CCS(=O)(=O)C1)C(Cl)(Cl)Cl)c1ccc(Br)cc1 (configuration not stated) do in these assays?
RGS8-Gao reg: 99; Bim-Bcl-XL: 2; Bim-Bcl-2: 1; Mcl1 Bid PPI: -5; RGS4-Gao reg: 99; Bfl-1 Bim block: 0; Bcl-W Bim block: 0; Mcl-1 Bim block: 0; RGS7-Gao reg: 98; GSH fluor: 14; Bcl-B Bim block: -1

Results for COc1ccc(-c2csc(NC(=O)CSc3ccc(Br)cc3)n2)c(OC)c1 ?
RGS8-Gao reg: 100; Bim-Bcl-XL: -9; Bim-Bcl-2: -6; Mcl1 Bid PPI: -28; RGS4-Gao reg: 103; Bfl-1 Bim block: -6; Bcl-W Bim block: -7; Mcl-1 Bim block: -6; RGS7-Gao reg: 99; GSH fluor: 10; Bcl-B Bim block: -9

How did COc1cccc(CC(=O)NCC2COc3ccccc3O2)c1OC (configuration not stated) do in these assays?
RGS8-Gao reg: 105; Bim-Bcl-XL: -8; Bim-Bcl-2: -6; Mcl1 Bid PPI: 7; RGS4-Gao reg: 103; Bfl-1 Bim block: -10; Bcl-W Bim block: 2; Mcl-1 Bim block: 1; RGS7-Gao reg: 101; GSH fluor: 42; Bcl-B Bim block: -2

What do the screens show for `C=CCn1c(=O)c2ccccc2n2c(SCc3nnc(-c4ccccc4Br)o3)nnc12`?
RGS8-Gao reg: 96; Bim-Bcl-XL: -4; Bim-Bcl-2: -1; Mcl1 Bid PPI: -15; RGS4-Gao reg: 94; Bfl-1 Bim block: -1; Bcl-W Bim block: 1; Mcl-1 Bim block: 0; RGS7-Gao reg: 94; GSH fluor: 10; Bcl-B Bim block: -3

Results for O=S(=O)(NC1CCCCC1)c1cccc(-c2nnc(-c3ccccc3)o2)c1 ?
RGS8-Gao reg: 104; Bim-Bcl-XL: -2; Bim-Bcl-2: -1; Mcl1 Bid PPI: -4; RGS4-Gao reg: 98; Bfl-1 Bim block: -7; Bcl-W Bim block: -6; Mcl-1 Bim block: -5; RGS7-Gao reg: 97; GSH fluor: 25; Bcl-B Bim block: -2

What do the screens show for `CCC(=O)N1CCN(c2ccc(NC(=O)c3ccc([N+](=O)[O-])o3)cc2Cl)CC1`?
RGS8-Gao reg: 100; Bim-Bcl-XL: -4; Bim-Bcl-2: -3; Mcl1 Bid PPI: -3; RGS4-Gao reg: 100; Bfl-1 Bim block: -3; Bcl-W Bim block: 0; Mcl-1 Bim block: 0; RGS7-Gao reg: 106; GSH fluor: 22; Bcl-B Bim block: -8

Results for O=C(COc1ccc(Cl)cc1Cl)Nc1nnc(C2=COCCO2)o1 ?
RGS8-Gao reg: 103; Bim-Bcl-XL: 0; Bim-Bcl-2: -4; Mcl1 Bid PPI: -14; RGS4-Gao reg: 104; Bfl-1 Bim block: -6; Bcl-W Bim block: 2; Mcl-1 Bim block: 1; RGS7-Gao reg: 101; GSH fluor: 19; Bcl-B Bim block: 0

What do the screens show for `Cc1cccc(OCCNc2cc(N3CCOCC3)ccc2[N+](=O)[O-])c1`?
RGS8-Gao reg: 108; Bim-Bcl-XL: -4; Bim-Bcl-2: -8; Mcl1 Bid PPI: -16; RGS4-Gao reg: 108; Bfl-1 Bim block: -16; Bcl-W Bim block: 0; Mcl-1 Bim block: -1; RGS7-Gao reg: 104; GSH fluor: 35; Bcl-B Bim block: -8

Results for CC(=O)c1ccc(N(C(=O)Cn2nnc3ccccc32)C(C(=O)NC2CCCCC2)c2cn(C)nc2C)cc1 (configuration not stated) ?
RGS8-Gao reg: 100; Bim-Bcl-XL: -11; Bim-Bcl-2: 3; Mcl1 Bid PPI: -8; RGS4-Gao reg: 99; Bfl-1 Bim block: 0; Bcl-W Bim block: -4; Mcl-1 Bim block: -5; RGS7-Gao reg: 100; GSH fluor: 24; Bcl-B Bim block: -10

Results for N#Cc1sc2nc(-c3ccccc3)cc(C(F)(F)F)c2c1N ?
RGS8-Gao reg: 102; Bim-Bcl-XL: 2; Bim-Bcl-2: 3; Mcl1 Bid PPI: -5; RGS4-Gao reg: 101; Bfl-1 Bim block: 0; Bcl-W Bim block: 6; Mcl-1 Bim block: 5; RGS7-Gao reg: 101; GSH fluor: 13; Bcl-B Bim block: 2

What do the screens show for `CCC(O)(C#CCN1CCCCC1)CC`?
RGS8-Gao reg: 98; Bim-Bcl-XL: -5; Bim-Bcl-2: 0; Mcl1 Bid PPI: -1; RGS4-Gao reg: 98; Bfl-1 Bim block: 0; Bcl-W Bim block: -1; Mcl-1 Bim block: -5; RGS7-Gao reg: 99; GSH fluor: 9; Bcl-B Bim block: -11

Results for Cc1ccc(N2C(=O)CC(N3CCN(C)CC3)C2=O)cc1 (configuration not stated) ?
RGS8-Gao reg: 97; Bim-Bcl-XL: -7; Bim-Bcl-2: -3; Mcl1 Bid PPI: -4; RGS4-Gao reg: 99; Bfl-1 Bim block: -3; Bcl-W Bim block: -6; Mcl-1 Bim block: -4; RGS7-Gao reg: 100; GSH fluor: 15; Bcl-B Bim block: -7

How did CCc1ccc(C(=O)OCC(=O)Nc2cccc(S(=O)(=O)NC3=NCCCCC3)c2)cc1 do in these assays?
RGS8-Gao reg: 104; Bim-Bcl-XL: -3; Bim-Bcl-2: -10; Mcl1 Bid PPI: -11; RGS4-Gao reg: 103; Bfl-1 Bim block: -14; Bcl-W Bim block: -1; Mcl-1 Bim block: -2; RGS7-Gao reg: 99; GSH fluor: 11; Bcl-B Bim block: -5

How did CCN(C(C)=O)c1nnc(CSc2nc3ccccc3s2)s1 do in these assays?
RGS8-Gao reg: 101; Bim-Bcl-XL: -5; Bim-Bcl-2: -17; Mcl1 Bid PPI: -17; RGS4-Gao reg: 98; Bfl-1 Bim block: -15; Bcl-W Bim block: 0; Mcl-1 Bim block: -1; RGS7-Gao reg: 101; GSH fluor: 25; Bcl-B Bim block: -12

How did CSCCC(NC(C)=O)C(=O)OCC(=O)N(c1ccccc1)c1ccccc1 (configuration not stated) do in these assays?
RGS8-Gao reg: 101; Bim-Bcl-XL: -1; Bim-Bcl-2: 0; Mcl1 Bid PPI: 3; RGS4-Gao reg: 102; Bfl-1 Bim block: 0; Bcl-W Bim block: -3; Mcl-1 Bim block: -3; RGS7-Gao reg: 98; GSH fluor: 7; Bcl-B Bim block: -3

What do the screens show for `O=C1/C(=C/c2ccco2)Cc2ccccc21`?
RGS8-Gao reg: 98; Bim-Bcl-XL: -3; Bim-Bcl-2: 2; Mcl1 Bid PPI: -89; RGS4-Gao reg: 99; Bfl-1 Bim block: 1; Bcl-W Bim block: -2; Mcl-1 Bim block: -1; RGS7-Gao reg: 97; GSH fluor: 8; Bcl-B Bim block: -4

How did CN1CCC2(CC1)NC(=O)NC2=O do in these assays?
RGS8-Gao reg: 102; Bim-Bcl-XL: 0; Bim-Bcl-2: 2; Mcl1 Bid PPI: -24; RGS4-Gao reg: 100; Bfl-1 Bim block: 1; Bcl-W Bim block: -2; Mcl-1 Bim block: -1; RGS7-Gao reg: 101; GSH fluor: 21; Bcl-B Bim block: -3

How did CC(=O)N1N=C(c2ccc(C)cc2)CC1c1ccco1 (configuration not stated) do in these assays?
RGS8-Gao reg: 102; Bim-Bcl-XL: -1; Bim-Bcl-2: 1; Mcl1 Bid PPI: -21; RGS4-Gao reg: 100; Bfl-1 Bim block: -4; Bcl-W Bim block: 1; Mcl-1 Bim block: -1; RGS7-Gao reg: 102; GSH fluor: 18; Bcl-B Bim block: -2

Results for COc1ccc(NC(=O)CNS(=O)(=O)c2ccc(Cl)cc2)cc1 ?
RGS8-Gao reg: 105; Bim-Bcl-XL: -4; Bim-Bcl-2: 2; Mcl1 Bid PPI: 0; RGS4-Gao reg: 103; Bfl-1 Bim block: 3; Bcl-W Bim block: 1; Mcl-1 Bim block: -2; RGS7-Gao reg: 104; GSH fluor: 16; Bcl-B Bim block: -9

What do the screens show for `COc1ccc(C(=O)NCC(=O)NCC2COc3ccccc3O2)cc1` (configuration not stated)?
RGS8-Gao reg: 103; Bim-Bcl-XL: -1; Bim-Bcl-2: 0; Mcl1 Bid PPI: -7; RGS4-Gao reg: 102; Bfl-1 Bim block: -2; Bcl-W Bim block: 1; Mcl-1 Bim block: 0; RGS7-Gao reg: 104; GSH fluor: 17; Bcl-B Bim block: -1

Results for CC1=CSC2=NC(=O)/C(=C/c3cccc(OC(=O)c4ccco4)c3)C(=N)N12 ?
RGS8-Gao reg: 107; Bim-Bcl-XL: -1; Bim-Bcl-2: 4; Mcl1 Bid PPI: 10; RGS4-Gao reg: 102; Bfl-1 Bim block: 1; Bcl-W Bim block: -2; Mcl-1 Bim block: -5; RGS7-Gao reg: 103; GSH fluor: 11; Bcl-B Bim block: -4

What do the screens show for `O=c1c2ccccc2nc(-c2ccccc2)n1CCCn1ccnc1`?
RGS8-Gao reg: 102; Bim-Bcl-XL: -1; Bim-Bcl-2: -2; Mcl1 Bid PPI: 26; RGS4-Gao reg: 104; Bfl-1 Bim block: 0; Bcl-W Bim block: -2; Mcl-1 Bim block: -2; RGS7-Gao reg: 101; GSH fluor: 11; Bcl-B Bim block: -1

Results for CCn1c(-c2ccc(-c3ccccc3)cc2)c[nH]c1=S ?
RGS8-Gao reg: 94; Bim-Bcl-XL: -2; Bim-Bcl-2: -1; Mcl1 Bid PPI: -90; RGS4-Gao reg: 100; Bfl-1 Bim block: 2; Bcl-W Bim block: -1; Mcl-1 Bim block: -3; RGS7-Gao reg: 107; GSH fluor: 21; Bcl-B Bim block: -3

How did C/C(=N\NC(=O)CNC(=O)C(c1ccccc1)c1ccccc1)c1ccc(C)cc1 do in these assays?
RGS8-Gao reg: 102; Bim-Bcl-XL: -8; Bim-Bcl-2: -7; Mcl1 Bid PPI: -8; RGS4-Gao reg: 100; Bfl-1 Bim block: -10; Bcl-W Bim block: -6; Mcl-1 Bim block: -1; RGS7-Gao reg: 101; GSH fluor: 20; Bcl-B Bim block: -5

Results for CCc1ccc(NC(=O)c2cc(-c3ccc(F)cc3)on2)cc1 ?
RGS8-Gao reg: 95; Bim-Bcl-XL: -3; Bim-Bcl-2: -1; Mcl1 Bid PPI: -36; RGS4-Gao reg: 97; Bfl-1 Bim block: -2; Bcl-W Bim block: -2; Mcl-1 Bim block: 0; RGS7-Gao reg: 88; GSH fluor: 11; Bcl-B Bim block: -2

How did CCN1CCN(c2ccc(NC(=O)c3ccc4c(c3)OCO4)cc2)CC1 do in these assays?
RGS8-Gao reg: 97; Bim-Bcl-XL: 0; Bim-Bcl-2: 0; Mcl1 Bid PPI: -66; RGS4-Gao reg: 99; Bfl-1 Bim block: 0; Bcl-W Bim block: -2; Mcl-1 Bim block: 0; RGS7-Gao reg: 98; GSH fluor: 17; Bcl-B Bim block: 0

Results for O=[n+]1cc(-c2ccc(F)cc2)n([O-])c2c1CCC2 ?
RGS8-Gao reg: 115; Bim-Bcl-XL: -8; Bim-Bcl-2: -7; Mcl1 Bid PPI: -7; RGS4-Gao reg: 128; Bfl-1 Bim block: -7; Bcl-W Bim block: -1; Mcl-1 Bim block: 3; RGS7-Gao reg: 124; GSH fluor: 32; Bcl-B Bim block: -6

Source: PubChem (several laboratories)

Hits appear at their usual frequency; overall some 1.8% were active at least once.
